Screening data: PubChem, Sanford-Burnham Center for Chemical Genomics
DUSP3 inh = inhibitors of human VHR1 phosphatase (DUSP3) | recombinant VHR phosphatase, colorimetric substrate read-out | AID 1992 | hit rate 0.7% among 50,000 | P51452 | inhibition, % at 20 µM; in the data active = inhibition above about 60%; also: some results filed as inactive read as strong as hits
Target sequence (P51452 whole entry, looked up): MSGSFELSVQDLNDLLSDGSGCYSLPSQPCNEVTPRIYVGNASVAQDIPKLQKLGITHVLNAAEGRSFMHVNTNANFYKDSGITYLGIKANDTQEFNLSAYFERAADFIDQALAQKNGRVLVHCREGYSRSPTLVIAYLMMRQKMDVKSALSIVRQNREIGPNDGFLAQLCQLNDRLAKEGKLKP
* hit, by the source's call; & = joins results of further samples.

| compound | DUSP3 inh |
| --- | --- |
| CCCCOP(=O)(CC(=O)OC)CC(=O)OC | -8 |
| COC(=O)C(Cc1ccccc1)NC(=O)c1ccccc1 (stereo not drawn) | -10 |
| COC(=O)c1ccccc1NC(=O)c1cc(-c2ccc(OC)cc2OC)nc2ccccc12 | 15 |
| CC1=C(C#N)C(c2ccc(OCc3ccccc3)cc2)C2=C(CC(c3ccc(Cl)cc3)CC2=O)N1 (stereo not drawn) | -46 |
| Cc1ccc(N2CC(C(=O)Nc3ccc(N(C)C)cc3)CC2=O)cc1 (stereo not drawn) | 17 |
| CC(C)(C)c1csc(N/N=C/c2ccccn2)n1 | 7 |
| COc1ccc(N(CC(=O)NCCc2ccccc2)S(=O)(=O)c2ccc(C)cc2)cc1OC | -3 |
| CCOc1ccc(-n2c(-c3ccccc3)nc3c(cnn3-c3ccccc3)c2=O)cc1 | -39 |
| O=C1NC(=O)N(c2cccc(Br)c2)C(=O)/C1=C/C=C/c1ccccc1 | 8 |
| O=C(CC(=O)NCc1ccccc1)NCc1ccccc1 | -6 |
| N/C(=N\N=C\c1ccccc1Cl)c1nonc1N | -1 |
| COc1ccc(Cl)cc1C(=O)Nc1cccc(Br)c1 | -4 |
| Cc1ccccc1Cn1c(NC(=O)c2ccc(Cl)cc2)nc2ccccc21 | 7 |
| C/C(=N\OCC(=O)N=Nc1c(O)n(CN2CCN(C)CC2)c2ccccc12)c1ccccc1 | -10 |
| C#CCn1cc(/C=C(/C#N)C(=O)Nc2cccc(Br)c2)c2ccccc21 | 0 |
| Cn1c2c(c3cc(C4CCCCC4)ccc31)CCC/C2=N\O | -1 |
| COc1ccc(Cc2cnc(NC(=O)c3ccc([N+](=O)[O-])cc3)s2)cc1 | -22 |
| COc1ccc(NC(=O)/C=C2\NC(C)(C)Cc3ccccc32)cc1 | 16 |
| COc1ccc(C(=O)NN/C(C)=C\C(=O)c2ccccc2)cc1 | 30 |
| COc1ccc(CCNC(=O)C2CC(=O)N(c3ccc(F)cc3)C2)cc1OC (stereo not drawn) | 0 |
| CC(=O)N1c2ccccc2NC2=C(C(=O)CC(c3ccccc3)C2)C1c1cccnc1 (stereo not drawn) | 4 |
| CC(Oc1ccc2oc(-c3ccccc3)c(C(=O)O)c2c1)C(=O)O (stereo not drawn) | 81* |
| COc1ccc(/C=C2/SC(=O)N(CC(=O)Nc3ccc(C)c(C)c3)C2=O)cc1OC | 0 |
| CN1C(=O)NC(=O)/C(=C/c2ccc(-c3cccc(Cl)c3)o2)C1=O | 7 |
| O=C(COC(=O)c1ccc2c(c1)OCO2)c1cccc([N+](=O)[O-])c1 | 7 |
| O=C(c1cccc(F)c1F)N1CCN(c2cc(N3CCCC3)c(F)cc2[N+](=O)[O-])CC1 | -2 |
| CCN(CC)CCCOc1ccc(Cl)cc1C | 7 |
| COc1ccc(C)cc1NC(=O)CN(Cc1ccccc1)S(=O)(=O)c1ccc(OC)c(OC)c1 | -14 |
| CC(Cc1ccccc1)NC(=O)Cc1ccc(N)cc1 (stereo not drawn) | -6 |
| COc1ccc(C2CC(=O)C3=C(C2)Nc2ccccc2NC3c2ccc(F)c(Br)c2)cc1 (stereo not drawn) | 116* |
| CC1(C)CC(NC(=O)CC#N)CC(C)(C)N1 | -14 |
| CC(=O)Nc1ccc(NC(NC(=O)c2cccc(I)c2)C(Cl)(Cl)Cl)cc1 (stereo not drawn) | -17 |
| COc1ccccc1C1CC(c2ccc(C)cc2)=NN1C(=O)CCC(=O)O (stereo not drawn) | 94 |
| CCC(=O)Oc1ccc2c(C(F)(F)F)cc(=O)oc2c1 | -17 |
| Nc1sc2c(c1C(=O)Nc1cccc3ccccc13)CCC2 | 5 |
| COc1ccc(N2C(=O)/C(=C/c3ccc(OCC(=O)O)c(OC)c3)C(=O)NC2=S)cc1 | 7 |
| COc1ccc(C2Nc3ccccc3C(=O)N2Cc2ccco2)cc1OC (stereo not drawn) | -20 |
| O=C(CN1CCOCC1)Nc1nc2ccccc2s1 | -20 |
| Cc1cccc(C)c1NC(=O)CCCOc1ccccc1 | -5 |
| Cc1ccc(N(CC(=O)Nc2cccnc2)S(=O)(=O)c2ccc(F)cc2)cc1 | 8 |
| Cc1ccc(S(=O)(=O)/N=C(\N)Nc2nc3ccccc3o2)cc1 | -4 |
| COC(=O)c1cc(NC(=O)/C=C/c2ccc(Cl)cc2Cl)cc(C(=O)OC)c1 | 1 |
| COc1ccccc1/C=C/C=N/NC(=O)CSc1nc2ccccc2n1C | 10 |
| Cc1cc(=O)[nH]c(SCCOc2ccc(Cl)cc2)n1 | -1 |
| COc1ccc(C=C(C#N)C#N)cc1OC | -2 |
| O=C(c1ccc(Cl)cc1)c1ccc2c(c1)OCCCO2 | -14 |
| O=C(Nc1ccccc1O)c1cc(S(=O)(=O)N2CCCCC2)ccc1Cl | 13 |
| O=C(Nc1ccc(Oc2ccccc2)cc1)c1cc(S(=O)(=O)N2CCOCC2)ccc1Cl | 4 |
| CS(=O)(=O)N(CC(=O)Nc1ccccc1)c1ccc(Oc2ccccc2)cc1 | -18 |
| CC(=O)c1ccc(NC(=O)c2ccccc2C)cc1 | -22 |

(next part)
| compound | DUSP3 inh |
| --- | --- |
| O=C1c2cccc3cccc(c23)C(=O)N1Nc1ccc([N+](=O)[O-])cc1 | -3 |
| CN1CCN(C(=O)c2ccccc2NC(=O)CCN2C(=O)c3ccccc3C2=O)CC1 | -3 |
| O=C(Nc1ccccc1O)c1ccc(Oc2ccc(C(=O)Nc3ccccc3O)cc2)cc1 | -1 |
| COc1cc(C2CC(=O)NC(SCc3ccccc3)=C2C#N)ccc1O (stereo not drawn) | -5 |
| N#Cc1c(NC(=O)c2ccc(S(=O)(=O)c3ccccc3)cc2)sc2c1CCCC2 | 5 |
| O=C(O)C(Cc1c[nH]c2ccccc12)NS(=O)(=O)c1ccc([N+](=O)[O-])cc1 (stereo not drawn) | -4 |
| CC1(C)OC(=O)CC1C(=O)NCc1ccccc1 (stereo not drawn) | -1 |
| COc1ccccc1-n1cnc2cc(Nc3nnc(C)c4ccccc34)ccc21 | -5 |
| O=C1CC(c2cc([N+](=O)[O-])ccc2Cl)c2cc(Br)c3ccccc3c2N1 (stereo not drawn) | 5 |
| COc1ccc(N(CC(=O)Nc2cc(C)ccc2C)S(=O)(=O)c2ccc(C)cc2)cc1 | -1 |
| COc1ccc(NC2CC(O)C(CO)O2)c([N+](=O)[O-])c1 (stereo not drawn) | -1 |
| CC1(C(=O)O)CCC(C(=O)Nc2cccc(F)c2)C1(C)C (stereo not drawn) | -41 |
| Cc1ccc(OC(=O)C23CC4CC(CC(C4)C2)C3)c(C)n1 | -8&-12 |
| Cc1ccc(/C=C2\SC(=Nc3cccc(Cl)c3C)NC2=O)cc1[N+](=O)[O-] | -5 |
| N/C(=N/N=C\c1cccc(O)c1)c1ccccn1 | -9 |
| COC(=O)C1=C(O)/C(=C\c2ccc(C(=O)O)cc2)N=C1C | -43 |
| O=C(NCCCO)c1cccc([N+](=O)[O-])c1 | -3 |
| C/C(C=NN1CCN(Cc2ccccc2)CC1)=C\c1ccccc1 | 1 |
| C=CCn1c(-c2ccccc2)n[nH]c1=S | -15 |
| COc1cc(/C=N/n2cnnc2)cc(OC)c1O | -17 |
| CSc1ccc(C2CC(=O)Nc3c2cc(Br)c2ccccc32)cc1 (stereo not drawn) | 28 |
| COc1ccc(OC)c(/C=C2/C(=O)NN(c3ccc(C)cc3)C2=O)c1 | 5 |
| Cc1c(C(=O)OC(C)C)sc(NC(=O)C2CC2c2ccccc2)c1C#N (stereo not drawn) | 6 |
| COc1cc(C=O)c(OC)cc1Br | -1 |
| O=c1cc(-c2ccc(Br)cc2)oc2ccccc12 | -1 |
| Cn1c(O)c(C=NC(C)(CO)CO)c(=O)n(C)c1=S | 9 |
| C/C(=N\NC(=O)COc1ccccc1[N+](=O)[O-])c1ccc(Br)cc1 | -28 |
| COc1ccc(CNC(=O)c2cccc(N(C)C)c2)cc1 | 6 |
| Cc1ccc(-c2nc3cc(Cl)ccc3o2)cc1NC(=O)c1ccc(Br)o1 | -2 |
| CN(C)c1ccc(C2N(C)c3ccccc3N2C)cc1 | -18 |
| CC1(C)CC(=O)C(=Cc2cn(-c3ccccc3)nc2-c2ccccc2)C(=O)C1 | -23 |
| CCOC(=O)C1=C(N)OC2=C(C(=O)CCC2)C1c1ccc(C)cc1C (stereo not drawn) | -8 |
| Cc1ccc(/C=N/n2c(C)nnc2C)cc1 | 0 |
| O=C(Nc1ccc(Oc2ccccc2)cc1)c1ccco1 | 1 |
| CC(C)CC(=O)N1CCN(Cc2c[nH]c3ccccc23)CC1 | -3 |
| O=C(O)c1cc(NC(=O)c2ccc3c(c2)C(=O)N(N2C(=O)c4ccccc4C2=O)C3=O)cc(C(=O)O)c1 | -5 |
| COc1ccc(OC)c(N(CC(=O)Nc2cccc(C(F)(F)F)c2)S(C)(=O)=O)c1 | -14 |
| CC(C)C(NC(=O)C12CC3CC(CC(C3)C1)C2)C(=O)N/N=C/c1ccccc1C(F)(F)F (stereo not drawn) | -1 |
| CCCOc1cccc(C(=O)Nc2ccc(Cl)cn2)c1 | 1 |
| Cn1c(=O)cc2c3c(c(N)ccc31)C(=O)c1ccccc1-2 | -3 |
| CNC(=O)/C(=C\c1ccc(Cl)cc1)NC(=O)c1ccccc1 | 4 |
| COc1ccc(/C=C2\C(=O)ON=C2C)cc1 | 2 |
| Cc1cccc(Nc2cc(=O)[nH]c(=O)[nH]2)c1 | -16 |
| COc1ccc(N(C(C)C(=O)O)S(C)(=O)=O)cc1 (stereo not drawn) | 3 |
| Cc1ccc(/C=C/C(=O)N2CCN(c3ccc([N+](=O)[O-])cc3)CC2)o1 | -7 |
| O=C(N/N=C/c1ccc(Cl)cc1Cl)c1c[nH]c2ccccc12 | 0 |
| CCOc1ccc(N(CC(=O)Nc2cc(C)ccc2C)S(=O)(=O)c2ccc(SC)cc2)cc1 | 8 |
| COc1cc(OC)cc(C(=O)Nc2cc(C34CC5CC(CC(C5)C3)C4)ccc2C)c1 | 21 |
| COc1ccccc1NC(=O)c1ccc(CN(c2ccc(C)c(C)c2)S(C)(=O)=O)cc1 | -16 |
| COc1ccc(C/C(O)=C(\C#N)c2nc3ccccc3[nH]2)cc1 | -6 |

Next part.
| compound | DUSP3 inh |
| --- | --- |
| O=C1NC(=S)NC(=O)C1=Cc1ccc(OCc2cccc3ccccc23)cc1 | 31 |
| O=C(Nc1ccccc1F)c1ccco1 | -22 |
| COc1ccc(N=Cc2sccc2C)c([N+](=O)[O-])c1 | 0 |
| O=C(CSc1nc2ccccc2c(=O)n1-c1ccccc1)Nc1ccc(F)cc1 | 2 |
| Cc1n[nH]c(C)c1CCCCCOc1ccc(F)cc1 | 11 |
| CCc1ccc(NCCC(=O)c2ccc(Cl)c(Cl)c2)cc1 | 2 |
| COc1ccc(S(=O)(=O)n2nnc3ccccc32)cc1OC | 3 |
| O=C(NCCOc1ccccc1F)c1ccc(Br)cc1 | 1 |
| COc1cc(/C=N/NC(=O)c2sc(N)nc2C)ccc1O | -1 |
| O=C(Nc1cc(Cl)c(Cl)cc1Cl)c1ccccc1[N+](=O)[O-] | 0 |
| COc1ccccc1OCC(=O)NCc1ccc2c(c1)OCO2 | -9 |
| N#C/C(=C/c1ccc(I)o1)C(=O)Nc1ccccc1Cl | 1 |
| COc1ccc(C2(C)SC(NC(C)=O)=NN2C(C)=O)cc1 (stereo not drawn) | 0 |
| CC(C)(C)c1cc(Br)ccc1OCC(=O)Nc1ccccc1Cl | -11 |
| COc1ccccc1OCCOc1ccc(Br)cc1/C=N/n1cnnc1 | 3 |
| Cc1ccc(N(CC(=O)Nc2cccc3ccccc23)S(=O)(=O)c2ccc(F)cc2)cc1 | -43 |
| O=C1N=C(N2CCOCC2)S/C1=C\c1ccoc1 | 21 |
| O=C(c1cccc(Br)c1)N1N=C(C(F)(F)F)CC1(O)c1ccc(Cl)cc1 (stereo not drawn) | -22 |
| Cc1nc(C)c(-c2csc(Nc3ccc(O)cc3)n2)s1 | 68 |
| COc1cc(OC)c(-c2nc3sc4c(c3c(=O)[nH]2)CCCC4)cc1Br | -12 |
| Cc1ccc2nc(-c3ccc(NC(=O)c4ccccc4-c4ccccc4C(=O)O)cc3)sc2c1 | 40 |
| O=C(CCCSc1nc2sc3c(c2c(=O)[nH]1)CCCC3)NCCCO | -9 |
| O=C1/C(=C\c2ccc(O)cc2)SC(=S)N1c1cccc(C(F)(F)F)c1 | -17 |
| CCc1ccc(NC(=O)C(=O)NCCCN2CCOCC2)cc1 | 3 |
| CCOc1ccc(/C=N/N2CCN(c3ccccc3OC)CC2)cc1OC | -23 |

Shown as labelled records: part of the list above.
SMILES: COc1cc(/C=N/NC(=O)c2sc(N)nc2C)ccc1O
  DUSP3 inh: -1
SMILES: O=C(Nc1cc(Cl)c(Cl)cc1Cl)c1ccccc1[N+](=O)[O-]
  DUSP3 inh: 0
SMILES: COc1ccccc1OCC(=O)NCc1ccc2c(c1)OCO2
  DUSP3 inh: -9
SMILES: N#C/C(=C/c1ccc(I)o1)C(=O)Nc1ccccc1Cl
  DUSP3 inh: 1

Returning to the listing with the five entries that preceded the break.
| compound | DUSP3 inh |
| --- | --- |
| Cc1ccc2nc(-c3ccc(NC(=O)c4ccccc4-c4ccccc4C(=O)O)cc3)sc2c1 | 40 |
| O=C(CCCSc1nc2sc3c(c2c(=O)[nH]1)CCCC3)NCCCO | -9 |
| O=C1/C(=C\c2ccc(O)cc2)SC(=S)N1c1cccc(C(F)(F)F)c1 | -17 |
| CCc1ccc(NC(=O)C(=O)NCCCN2CCOCC2)cc1 | 3 |
| CCOc1ccc(/C=N/N2CCN(c3ccccc3OC)CC2)cc1OC | -23 |
| CCOC(=O)c1cc(-c2ccc(N)cc2)nc2ccc(Br)cc12 | 9 |
| C/C(CC(=O)Nc1cccc(F)c1)=N\NC(=O)c1ccc(O)cc1O | 24 |
| Cc1c(NC(=O)c2ccc(Br)o2)cccc1-c1nc2ccccc2s1 | -15 |
| Cc1ccc(NC(=O)c2ccc(OCc3ccccc3)cc2)c([N+](=O)[O-])c1 | -3 |
| CN1C(=O)/C(=C/c2cc([N+](=O)[O-])ccc2O)SC1=S | -8 |
| O=C(/C=C/c1ccccc1Cl)c1c(-c2ccccc2)c2cc(Cl)ccc2[nH]c1=O | -17 |
| COc1ccc(C(=O)N2CCN(c3ccccc3)CC2)cc1OC | -19 |

These rows are one share of the data. The share of hits here may be higher or lower than overall.
